Bioassay records (PubChem)
AddAB inh: growth inhibition of E. coli expressing H. pylori AddAB, primary screen, AddAB inhibitor project, absorbance. inhibition, % at 11.9 µM. 0.29% of 330,000 active. AID 435030, 2010; in the data active = inhibition above about 12%;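 also: 0% = vehicle wells of infected cells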
PfHsp90 set2: growth inhibition of PfHsp90-expressing yeast, primary screen, antimalarial PfHsp90 inhibitor project, S. cerevisiae, BacTiter-Glo luminescence, single point, set 2; 0.32% of 310,000 active; AID 504621, 2011; BacTiter-Glo ATP, 48 h; yeast lacking PDR1 and PDR3 efflux regulators; inhibition, % at 9.4 µM;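 active = every replicate shows inhibition above about 80%, whatever the replicate mean, limit read from the data; inconclusive = mean inhibition reaches the set limit but some replicate falls short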;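 also: 0% = DMSO neutral controls and 100% = 20 µM radicicol positive controls; yeast relying on Plasmodium falciparum Hsp90 in place of its own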
Ecoli viability: E. coli V3065 growth inhibition, primary screen, counter-screen for AddAB inhibitor project, absorbance, OD600. 18 h. AID 449728, 2010. inhibition, % at 11.9 µM. 0.27% of 330,000 active;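 active = inhibition above the campaign's mean inhibition across all tested compounds plus 3 SD, cut at about 9.9% in these data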;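 also: uninfected addAB+ strain grown without phage in ampicillin broth; 0% = DMSO wells and 100% = ciprofloxacin 0.95 µg/ml wells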
Rtt109 Vps75: inhibitors of C. albicans Rtt109/Vps75 HAT, primary screen, biochemical, ThioGlo CoA-SH fluorescence, plate reader; purified Rtt109/Vps75, 4 h; inhibition, % at 34.9 µM; 0.16% of 330,000 active;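 active = inhibition of at least 50% in every replicate; inconclusive = best replicate reaches 50% inhibition but some replicates fall short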
Target sequence (Q5AAJ8 whole entry, looked up): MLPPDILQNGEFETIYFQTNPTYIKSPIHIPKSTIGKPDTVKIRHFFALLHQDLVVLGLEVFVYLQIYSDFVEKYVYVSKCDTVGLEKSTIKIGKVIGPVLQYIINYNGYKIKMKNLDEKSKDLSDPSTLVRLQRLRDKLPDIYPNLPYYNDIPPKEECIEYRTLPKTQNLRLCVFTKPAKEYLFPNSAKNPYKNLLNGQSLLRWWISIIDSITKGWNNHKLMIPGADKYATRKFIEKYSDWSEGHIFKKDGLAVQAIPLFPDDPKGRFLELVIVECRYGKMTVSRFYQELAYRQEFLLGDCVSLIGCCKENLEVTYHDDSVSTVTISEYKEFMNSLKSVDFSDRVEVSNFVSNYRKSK
PvdQ acylase: P. aeruginosa PvdQ acylase inhibitors, primary screen, biochemical, fluorescence, plate reader and imaging, single point | inhibition, % at 10 µM | purified PvdQ acylase | 0.063% of 340,000 active | AID 488965, 2010 | PvdQ acylase [Pseudomonas aeruginosa LESB58]; in the data active = inhibition above about 30%, passing the limit was not always enough; inconclusive = no clear call, values can overlap the other calls;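 also: 0% = vehicle neutral wells and 100% = reference inhibitor wells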
CAL PDZ inh: CAL PDZ peptide-binding inhibitors, primary screen, biochemical, fluorescence polarization, Cer-tagged CAL PDZ, HTS | purified CAL PDZ, TMR-peptide fluorescence polarization, 1 h | inhibition, % at 20 µM | 0.02% of 330,000 active | Golgi-associated PDZ and coiled-coil motif-containing protein (Homo sapiens), Q9HD26;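 active = highest replicate inhibition of at least 40%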;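 also: plate controls were DMSO neutral control wells for no effect and unlabeled competitor peptide control wells for full effect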
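Test system: tagged CAL PDZ domain / Buffer or medium: sodium phosphate/NaCl buffer pH 7.4 with TCEP, IgG, Thesit / Reagent: TMR-labelled reporter peptide T*-PRC34 bound in PDZ groove / Compound dosing: single point, 20 µM / Schedule: 1 h incubation at room temperature before polarization reading / Technique: fluorescence polarization (mP) / Benchmarks: unlabelled peptide, DMSO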
Tat export inh: E. coli Tat export inhibitors, primary screen, MC4100, TorA-mCherry reporter, fluorescence, single point; inhibition, % at 10 µM; 0.036% of 340,000 active;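 active = mean replicate inhibition at least 50% and at least half of replicates individually reaching 50%; inconclusive = only one of the two criteria met; inactive = neither criterion met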;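 also: exported cargo escapes ClpAP degradation while cytoplasmic cargo is degraded and loses fluorescence; 0% = median of neutral control wells and 100% = median of NaSCN control wells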
DAGLB inh: DAGLB lipase inhibitors, primary screen, biochemical, fluorescence, HTS | Diacylglycerol lipase-beta (Homo sapiens), Q8NCG7 | inhibition, % at 5.17 µM | HEK293T DAGLB membrane lysate, EnzChek fluorogenic substrate | 0.059% of 340,000 active; in the data active = inhibition above about 34%;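 also: 0% = enzyme with vehicle and 100% = wells lacking enzyme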
Target sequence (Q8NCG7 whole entry, looked up): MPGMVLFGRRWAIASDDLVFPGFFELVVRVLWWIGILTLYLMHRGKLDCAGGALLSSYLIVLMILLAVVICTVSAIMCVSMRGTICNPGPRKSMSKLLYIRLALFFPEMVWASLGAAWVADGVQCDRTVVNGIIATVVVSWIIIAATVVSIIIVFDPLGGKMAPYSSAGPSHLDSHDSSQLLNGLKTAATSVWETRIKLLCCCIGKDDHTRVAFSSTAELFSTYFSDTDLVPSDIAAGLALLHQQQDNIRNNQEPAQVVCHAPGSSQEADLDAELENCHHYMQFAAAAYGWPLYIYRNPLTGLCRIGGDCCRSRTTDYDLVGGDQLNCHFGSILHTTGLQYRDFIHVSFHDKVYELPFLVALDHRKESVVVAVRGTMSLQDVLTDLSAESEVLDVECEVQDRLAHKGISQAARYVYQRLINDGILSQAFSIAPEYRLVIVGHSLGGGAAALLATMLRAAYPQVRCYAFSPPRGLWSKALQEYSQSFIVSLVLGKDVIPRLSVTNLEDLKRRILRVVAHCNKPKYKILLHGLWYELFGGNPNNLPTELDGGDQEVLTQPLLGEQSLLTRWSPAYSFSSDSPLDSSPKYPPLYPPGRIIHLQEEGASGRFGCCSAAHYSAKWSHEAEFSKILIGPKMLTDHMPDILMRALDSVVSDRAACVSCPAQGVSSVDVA
Wnt bcat act: Wnt/beta-catenin pathway activators, primary screen, cell-based, plate reader, single point; 1.2% of 300,000 active; Wnt/beta-catenin reporter cell assay, activator; AID 743398, 2014; activation, % at 9.35 µM; in the data active = activation above about 30%, passing the limit was not always enough; inconclusive = no clear call, values can overlap the other calls;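 also: 0% = neutral control wells and 100% = positive control wells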
phage Ecoli inh: growth loss of phage-infected E. coli, primary screen, RecBCD inhibitor project, absorbance, with phage, HTS | 0.26% of 360,000 active | inhibition, % at 11.9 µM; in the data active = inhibition above about 11%
* = called active by the depositor; ? = inconclusive; · = not tested or not shown.

SMILES | AddAB inh | PfHsp90 set2 | Ecoli viability | Rtt109 Vps75 | PvdQ acylase | CAL PDZ inh | Tat export inh | DAGLB inh | Wnt bcat act | phage Ecoli inh
Cc1c(Cl)cccc1NC(=O)CSc1nnnn1C | -1.0 | -15 | 0.3 | -3 | -9 | 0.7 | 3 | -1 | -3 | 2.1
O=[N+]([O-])c1cccc(-c2nc3ccc([N+](=O)[O-])cc3[nH]2)c1 | 0.2 | 2 | 2.5 | 6 | -10 | -0.1 | -4 | -1 | 13 | 3.0
CCN(CCn1cccn1)Cc1cn[nH]c1-c1ccc(-c2ccccc2)cc1 | -1.2 | -20 | -0.8 | -2 | -9 | -2.8 | -7 | 0 | -3 | 3.5
S=C(NCc1ccc(Cl)cc1Cl)NC1CCCCC1 | 7.6 | -27 | 4.7 | 12 | 0 | -2.7 | 0 | -7 | -1 | 8.0
O=C(Nc1nc2ccc(Br)cc2s1)c1ccco1 | -1.2 | -24 | -0.9 | -1 | -7 | -4.1 | 2 | 1 | 5 | 2.2
COc1ccc(CC(=O)NCC2CCCN(Cc3ccccc3OC)C2)cc1 (configuration not stated) | 3.8 | 6 | -2.2 | 2 | -11 | 0.1 | -13 | -1 | -2 | -1.8
O=C(NC1CCC(=O)N(CCSc2ccccc2)CC1)OCc1ccccc1 (configuration not stated) | 2.2 | -20 | 0.4 | 7 | 11 | 0.1 | -7 | -4 | -8 | 2.4
CCC(C)(C)NC(=O)CN(C(=O)CNS(=O)(=O)c1ccc(C)cc1)c1ccc2c(c1)OCCO2 | 3.5 | -12 | 3.1 | -11 | -11 | -0.3 | 5 | -2 | · | -1.4
Cc1cccc2sc(N(CCCN(C)C)C(=O)c3cc4ccccc4oc3=O)nc12 | 2.1 | 20 | -1.4 | 2 | 10 | -2.8 | -6 | 1 | 5 | 2.6
CN(CC(=O)Nc1cccc(F)c1)C(=O)c1ccc2c(c1)NC(=O)CS2 | -1.8 | -1 | -1.6 | 2 | -13 | -0.4 | 3 | 1 | 3 | 5.0
COc1ccc(CNC(=O)[C@@H]2CC=C[C@@H]3CCN(C4CC4)C(=O)[C@@H]32)cc1 | 2.5 | · | 1.5 | -2 | -12 | 0.0 | -4 | -2 | 0 | 2.4
COc1nc(-c2cccc([N+](=O)[O-])c2)nc2ccccc12 | -1.6 | · | -1.2 | · | · | · | · | · | 10 | 1.6
CC1(C)CC(=O)C=C(c2ccc(OC(F)(F)F)cc2)C1 | 0.5 | 1 | -2.4 | 2 | -6 | 1.5 | -5 | -1 | -4 | -1.1
CCOC(=O)c1c(C)[nH]c(C)c1C(=O)CSc1nnc(-c2cc(OC)c(OC)c(OC)c2)o1 | 0.2 | -4 | -0.2 | -9 | -13 | -1.0 | -5 | -3 | · | 0.4
COc1cc2ccc(=O)oc2c(O)c1O | · | 9 | · | 126* | 2 | 0.2 | 1 | 1 | -2 | -1.1
CC(C)COc1cccc(C(=O)N(C)CC(=O)Nc2cccc3ccccc23)c1 | -0.4 | -5 | 1.5 | 7 | -10 | 0.6 | 4 | -8 | 4 | 0.6
Clc1ccc(-c2nnc3sc(-c4ccc(Br)o4)nn23)cc1 | 5.5 | -33 | 0.7 | -2 | -10 | · | 4 | -9 | · | 0.5
CCCCC(CC)C(=O)Nc1cc(C(=O)NCCC)ccc1N1CCC2(CC1)CC(c1cccc(Br)c1)=NO2 (configuration not stated) | 1.6 | -1 | 1.9 | -6 | -9 | 0.2 | 3 | 0 | -7 | 1.6
CCCCSc1nc2sc3c(c2c(=O)n1-c1ccc(C)cc1)CCN(C)C3 | · | -12 | · | -6 | 15 | -1.2 | 0 | 2 | 0 | 2.5
COc1ccc(NC(=O)CSc2n[nH]c(N)n2)cc1OC | 0.6 | -7 | 3.7 | -1 | -1 | -0.9 | 0 | 0 | -1 | 2.8
COc1ccc(CCNC(=O)Cc2ccc(Cl)cc2)cc1OC | 4.0 | 11 | -3.8 | 3 | -17 | -1.1 | 2 | 1 | -1 | 0.2
O=S(=O)(NC1c2cccc3cccc(c23)C1N1CCN(CCO)CC1)c1ccccc1 (configuration not stated) | · | -23 | · | 4 | -3 | · | -3 | 3 | -1 | -0.8
CCOC(=O)c1[nH]c(C)c(CN(C(C)=O)c2ccc(OCC)cc2)c1C | 2.0 | -83 | 0.5 | 5 | -4 | 0.7 | -3 | 1 | · | 3.8
Nc1nonc1C(=O)N/N=C/c1ccc(Br)o1 | 4.5 | 9 | -1.5 | -1 | -11 | -1.5 | -7 | -4 | -1 | -0.2
Cc1cc(C)c(C(=O)OCCNC(=O)c2cccnc2)cc1C | -0.3 | 12 | 1.2 | 1 | -1 | -1.4 | -5 | 1 | · | 3.4
COc1ccc(CC(=O)N/N=C(\C)c2cccs2)cc1 | 4.3 | -2 | 0.3 | -6 | 3 | · | 0 | -3 | 12 | 2.3
CCC(=O)Nc1sccc1C(=O)OC | -0.2 | · | -1.8 | -6 | -6 | -2.7 | 2 | -2 | 0 | ·
CS(=O)(=O)N1Cc2ccccc2CC1C(=O)Nc1ccccc1C(N)=O (configuration not stated) | 1.1 | · | 0.5 | -4 | -10 | -4.0 | -4 | -2 | 2 | 0.3
CC1=NN(C(C#N)c2ccccc2)C(c2ccccc2)C1 (configuration not stated) | -1.8 | 4 | -3.7 | 7 | -3 | -0.7 | 5 | · | -1 | 1.9
Nc1c(C(=O)NCCN2CCOCC2)c2nc3ccccc3nc2n1-c1ccc2c(c1)OCO2 | -2.3 | 7 | -4.6 | -14 | -17 | -1.6 | 0 | 1 | · | -0.5

Quoted from the listing:
Result of COc1ccc(CCNC(=O)Cc2ccc(Cl)cc2)cc1OC under CAL PDZ inh: -1.1
Result of COc1ccc(CC(=O)N/N=C(\C)c2cccs2)cc1 under Wnt bcat act: 12

Next structures.
SMILES | AddAB inh | PfHsp90 set2 | Ecoli viability | Rtt109 Vps75 | PvdQ acylase | CAL PDZ inh | Tat export inh | DAGLB inh | Wnt bcat act | phage Ecoli inh
O=C(OCC(=O)N1CCN(C(=O)c2ccco2)CC1)c1ccc(Cl)cc1 | -0.7 | -1 | -1.4 | -10 | -14 | -0.7 | -1 | 2 | -3 | -0.5
CCC(C)(C)n1nnnc1C(c1ccc2ncccc2c1)N1CCN(c2nc3ccccc3s2)CC1 (configuration not stated) | 5.2 | -3 | -1.1 | 5 | -17 | -2.9 | 3 | -1 | 4 | 0.6
CC(C(=O)NCc1ccc(Cl)cc1)n1cccc1C(=O)c1ccccc1 (configuration not stated) | 0.8 | -10 | 1.3 | -1 | -19 | -2.9 | 7 | -4 | -2 | 3.3
CC(C)C(c1nnnn1Cc1ccccc1)N1CCN(Cc2ccco2)CC1 (configuration not stated) | 2.5 | -19 | 0.0 | 6 | 5 | -0.9 | 3 | -2 | · | 0.9
O=C(COC(=O)c1ccccc1F)Nc1ccc2c(c1)OCCO2 | · | · | · | 3 | 6 | -3.1 | -8 | -9 | 41* | 3.8
CCC(C(=O)O)n1c(C(F)(F)F)nc2ccccc21 (configuration not stated) | 0.2 | 12 | -0.1 | -1 | -18 | -1.4 | -11 | -4 | · | 3.6
CCC1CCC2(CC1)NC(=O)N(CC(=O)NCc1ccccc1Cl)C2=O (configuration not stated) | -1.8 | · | -1.6 | -13 | -11 | 0.4 | 1 | 0 | -1 | 0.4
NS(=O)(=O)c1ccc(CCNC(=O)c2ccc(-c3ccccc3)cc2)cc1 | -1.1 | 3 | -0.5 | 0 | -13 | -6.7 | 9 | 1 | 3 | -1.0
CN(C)C(=O)CSc1nnc(Cc2ccc([N+](=O)[O-])cc2)o1 | -0.6 | -2 | -0.7 | -5 | -10 | -2.4 | 10 | 0 | · | 0.0
CC1Sc2ccc(C(=O)OCc3ccccc3Cl)cc2NC1=O (configuration not stated) | 1.2 | · | 0.7 | -10 | -8 | -2.2 | 2 | 1 | ? | 1.1
Cc1ccccc1OCC(O)CN(CCO)Cc1ccccc1 (configuration not stated) | -1.9 | -7 | -2.5 | 1 | -8 | -1.2 | -6 | -1 | -1 | 1.4
NC(=O)c1ccc(-n2nnnc2SCC(=O)Nc2ccc(N3CCOCC3)c(Cl)c2)cc1 | 2.2 | -14 | 0.0 | -1 | -1 | -4.4 | 2 | -2 | · | 1.8
Cc1ccc2c(c1)C1CN(C)CCC1N2C(=O)COc1ccccc1F (configuration not stated) | 1.6 | -12 | 1.6 | -6 | -11 | 0.4 | -3 | 1 | 0 | -1.0
Cc1ccc(C)c(NC(=O)COC(=O)c2ccc3c(c2)OCCO3)c1 | -2.5 | · | 0.2 | 1 | -23 | -0.9 | -3 | -3 | -1 | 1.9
CCOC(=O)C(N)CSC1CC(=O)N(c2ccc(C(=O)OC)cc2)C1=O (configuration not stated) | 4.0 | 22 | -0.3 | -2 | -6 | 0.5 | 7 | -1 | -1 | 0.3
Nn1c(-c2cccc(Br)c2)n[nH]c1=S | -2.7 | 5 | -1.5 | 10 | -5 | · | 4 | -2 | · | 2.4
CN(C)/C=N/c1c(C#N)cnn1-c1ccc(C(F)(F)F)cn1 | 0.4 | 23 | 2.2 | 7 | -4 | 0.0 | -2 | -2 | 0 | 3.6
CCCc1cc(=O)oc2c(C)c(OCC(=O)NC3CCN(Cc4ccccc4)CC3)ccc12 | 1.3 | 8 | 0.1 | 7 | 0 | -2.8 | 4 | 0 | 0 | 1.5
CCOCc1cn(CC(=O)c2ccc(Cl)cc2)c(C)nc1=N | 2.4 | 8 | 3.2 | 23 | 1 | -1.2 | -2 | 5 | · | 2.1
CN(C)C(CNC(=O)c1cccc(S(=O)(=O)N2CCN(c3ccc(F)cc3)CC2)c1)c1ccccc1 (configuration not stated) | · | 2 | · | 17 | 10 | -0.8 | -7 | -1 | 3 | 2.5
CCn1ccnc1CNC(=O)c1ccc2oc(CCCc3ccccc3)nc2c1 | 2.3 | -32 | -3.0 | -1 | -14 | -3.8 | 11 | -2 | 2 | 0.0
Cc1ccc2nc(SCC(=O)Nc3ccc(C(N)=O)cc3)[nH]c2c1 | 2.0 | 33 | -0.1 | -4 | -4 | -1.9 | 1 | 1 | 0 | 1.6
O=C1C2C(c3ccccc3)CC=CC2[C@H](c2ccc(C(F)(F)F)cc2)N1Cc1ccccc1 (some centres not stated) | 5.4 | -13 | -2.0 | -6 | -14 | 0.0 | 0 | -15 | -9 | 3.7
COc1ccc(C)cc1-n1c(N)c(C#N)c(C#N)c1-c1ccc(OC)c(OC)c1OC | -0.2 | -11 | 0.8 | -1 | -10 | 0.0 | -6 | 5 | -1 | 4.3
CNC(=O)c1ccc(-n2cccn2)nc1 | 1.4 | -22 | -1.3 | 10 | 1 | · | -1 | -3 | 5 | 3.7

Not a hit list, and some 1.9% of all compounds hit somewhere here.
